sPLA2-III inh: Inhibits HGIII-sPLA2 liposome hydrolysis, primary screen; Q9NZ20; inhibition, % at 12.2 µM; QFRET BODIPY PC-A2 liposome hydrolysis, fluorescence; AID 743126; 0.56% of 370,000 active;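 active = inhibition above mean plus 3 SD of compounds lying within the high and low control bounds, cut at about 19% in these data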;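 note: 0% = median of test compound wells and 100% = no enzyme DMSO wells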
DAX1 inh-1: blocks DAX1 repression of SF-1 activated StAR promoter. HEK293T StAR-luciferase reporter, SF-1/DAX-1 repression relief. inhibition, % at 6.8 µM. 1.1% of 370,000 active. AID 652010;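 active = inhibition above the mean over all tested compounds plus 3 SD, cut at about 3.6% in these data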;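 note: 0% = DAX-1 cells with DMSO and 100% = cells lacking DAX-1 with DMSO; higher inhibition means more luminescence from relief of DAX-1 repression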
DAX1 inh-2: NR0B1 (DAX1) inhibition | 0.99% of 340,000 active | P51843 | HEK293 Gal4-DAX1 luciferase reporter, luminescence | inhibition, % at 6.75 µM | AID 504766;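 active = inhibition above the mean over all tested compounds plus 3 SD, cut at about 4.2% in these data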;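 note: 0% = DAX1-transfected cells with DMSO and 100% = empty-vector control cells with DMSO; inhibition shows as a rise in luminescence from relieved DAX1 repression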
Target sequence (P51843 207-470 limits assumed): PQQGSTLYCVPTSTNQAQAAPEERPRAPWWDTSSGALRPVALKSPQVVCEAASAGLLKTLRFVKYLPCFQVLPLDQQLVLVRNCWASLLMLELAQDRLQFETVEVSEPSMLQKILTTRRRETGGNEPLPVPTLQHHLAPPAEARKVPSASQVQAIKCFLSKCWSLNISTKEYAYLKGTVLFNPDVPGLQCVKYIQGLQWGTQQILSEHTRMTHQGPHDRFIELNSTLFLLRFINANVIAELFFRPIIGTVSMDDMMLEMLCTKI
GAA850 FXN act: activators of GAA850 frataxin (FXN) promoter | HEK293 lucGAA850 FXN promoter luciferase reporter, 24 h; percent of 10 µM SAHA response | activation, % at 6 µM | 0.56% of 360,000 active;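 active = activation above the average of all compounds screened plus 3 SD, cutoff fixed separately per campaign, cut at about 7.5% in these data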;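 note: 0% = DMSO wells and 100% = 10 µM SAHA wells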
GC-B act: GC-B (human) receptor activation. HEK293-GC-B cells, CNP EC30, cGMP TR-FRET; 0% at EC30 CNP, 100% saturating CNP. 0.11% of 370,000 active. AID 1920062. activation, % at 10 µM;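 active = activation at 10 µM reaching about 35% in either raw or pattern-adjusted values, limit read from the data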
ADAM10 inh: inhibits human ADAM10. recombinant ADAM10, EDANS/DABCYL FRET peptide cleavage, 3 h. O14672. inhibition, % at 7 µM. 0.62% of 370,000 active;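 active = inhibition above a per-campaign cutoff equal to the mean of compounds falling between control-based bounds plus 3 SD, cut at about 20% in these data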;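 note: 0% = DMSO wells while the 100% control is not disclosed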
Target sequence (O14672 214-748 limits assumed): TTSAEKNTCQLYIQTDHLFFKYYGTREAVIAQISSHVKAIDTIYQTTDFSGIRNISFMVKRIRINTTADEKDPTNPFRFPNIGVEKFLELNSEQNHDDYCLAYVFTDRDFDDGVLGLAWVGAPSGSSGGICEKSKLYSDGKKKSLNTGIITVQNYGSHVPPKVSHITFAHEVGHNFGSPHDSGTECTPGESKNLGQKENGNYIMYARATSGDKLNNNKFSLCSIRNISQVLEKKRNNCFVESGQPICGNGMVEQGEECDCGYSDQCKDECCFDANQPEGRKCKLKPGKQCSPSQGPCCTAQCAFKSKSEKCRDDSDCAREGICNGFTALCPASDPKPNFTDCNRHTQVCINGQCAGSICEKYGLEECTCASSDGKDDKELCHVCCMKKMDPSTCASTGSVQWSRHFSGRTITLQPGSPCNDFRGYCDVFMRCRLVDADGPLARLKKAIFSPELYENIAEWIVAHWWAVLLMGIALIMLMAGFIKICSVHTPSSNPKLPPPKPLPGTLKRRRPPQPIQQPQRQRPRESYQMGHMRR
hcDAF12 agonist: activates DAF-12 receptor from parasite H. contortus. HEK293 hcDAF-12 lit1-tk-luc reporter, luminescence; 0% DMSO, 100% Δ7-dafachronic acid. activation, % at 6.8 µM. 1.4% of 370,000 active. AID 652067;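 active = activation above the mean of all tested compounds plus 3 SD, cut at about 5.5% in these data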;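 note: 100% = response to 3 µM Δ7-dafachronic acid high control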
hgDAF-12 ag: activates the H. glycines DAF-12 receptor ligand-binding domain; HEK293 GAL4-hgDAF12 UAS-luciferase reporter, agonist luminescence; normalized to butyrate control; activation, % at 6.8 µM; 1.8% of 370,000 active;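 active = activation above a cutoff set at the mean of all screened compounds plus 3 SD, cut at about 10% in these data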;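 note: 0% = DMSO wells and 100% = sodium butyrate wells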
ssDAF-12 act: S. stercoralis DAF-12 activation, primary screen; activation, % at 6.8 µM; AID 652126; 1% of 370,000 active; HEK293 ssDAF-12/GRIP1 lit1-tk-luc reporter, luminescence; % of 3 µM dafachronic acid response;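 active = activation above the mean over all tested compounds plus 3 SD, cut at about 0.9% in these data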;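 note: 0% = DMSO-only wells and 100% = 3 µM delta7-dafachronic acid wells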
GC-A act: GC-A (human) enzyme activation; AID 1671463; P16066; HEK293 GC-A cells, cGMP TR-FRET, EC30 ANP; 0% at EC30 ANP, 100% saturating ANP; activation, % at 10 µM; 0.14% of 370,000 active; in the data active = activation above about 40%
SMARCA2 act: increases SMARCA2 function in MMTV reporter cells. activation, % at 9.1 µM. MG213 cells, MMTV-luciferase reporter, dexamethasone, overnight. 1% of 370,000 active. AID 652017; in the data active = activation above about 7.8%;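 note: 0% = vehicle wells and 100% = reference activator wells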
Active calls of the source: *; · = no result given.

SMILES	sPLA2-III inh	DAX1 inh-1	DAX1 inh-2	GAA850 FXN act	GC-B act	ADAM10 inh	hcDAF12 agonist	hgDAF-12 ag	ssDAF-12 act	GC-A act	SMARCA2 act
CC1CC(C)CN(c2ccc(C(=O)NCc3ccc4c(c3)OCO4)cc2[N+](=O)[O-])C1 (stereo not given)	-7	-1.2	-1.4	2.1	-2	15	-3.4	-4.5	-0.9	-5	-1
O=C(CSc1nc2ccccc2s1)NNC(=S)Nc1ccccc1	15	-0.2	0.1	-1.2	5	-4	2.0	-1.4	-0.5	0	2
CCCCCCN1C[C@@H](O)[C@H](n2cc(COC(=O)c3ccccc3)nn2)C[C@@H]1c1ccc(Cl)cc1	3	-0.2	0.1	2.5	-2	-5	-0.5	2.5	-0.4	-6	-1
CCOC(=O)C1=CN2CCCC[C@@H]2CC1=O	8	-0.1	1.1	1.4	8	-5	0.4	-0.4	-1.3	7	0
COc1ccc(NC(=O)CN2c3cccc4cccc(c34)S2(=O)=O)c(OC)c1	-1	-1.5	0.4	-0.4	-7	-15	-0.8	-1.6	-1.1	-3	0
O=C(O)c1ccccc1OC(C(=O)Nc1cc(Cl)cc(Cl)c1)c1ccccc1 (stereo not given)	6	0.2	0.0	0.5	-11	4	5.2	-0.8	-0.2	-14	0
Cc1sc(NC(=O)C2=COCCO2)c(C(N)=O)c1C	7	0.5	0.0	0.8	-3	-8	0.0	3.1	-0.6	-3	2
Cc1c(N2C(=O)/C(=C3\C(=O)N(CC(=O)O)c4ccccc43)SC2=S)c(=O)n(-c2ccccc2)n1C	-2	-0.5	2.8	2.0	3	-8	1.1	-1.5	-0.7	-4	3
C=CCOc1ccc(/C(O)=C2/C(=O)C(=O)N(CCCN3CCOCC3)C2c2ccc(OC)cc2)cc1 (stereo not given)	-4	0.0	0.9	-0.6	6	2	0.2	-0.5	-1.2	-4	-2
COc1cc(CCC(=O)OCC(=O)Nc2c(Cl)cccc2Cl)cc(OC)c1OC	1	-0.1	-0.2	1.1	2	6	-2.4	1.5	-0.8	0	-1
CCOc1cccc2cc(C(=O)N3CCOCC3)c(=O)oc12	4	1.3	-0.1	1.9	-1	-9	1.0	4.0	-0.8	3	-1
Fc1ccccc1CSc1nnc(-c2cccs2)o1	3	3.7*	1.3	5.6	2	1	3.0	11*	0.1	-1	7
C(=N\Nc1nc(-c2ccccc2)cs1)/c1ccco1	17	1.2	0.9	6.4	-6	10	3.5	13*	0.3	7	6
Cc1ccc(S(=O)(=O)NCC(=O)OCC(=O)c2c(N)n(C)c(=O)n(C)c2=O)cc1	2	0.7	0.7	-1.9	-1	0	-1.8	3.2	-1.3	5	-2
CNc1c([N+](=O)[O-])ncn1C	0	-0.7	0.6	0.7	7	4	-2.6	3.4	-1.2	3	1

The last 3 compounds of the section before are carried over, then new ones follow:
SMILES	sPLA2-III inh	DAX1 inh-1	DAX1 inh-2	GAA850 FXN act	GC-B act	ADAM10 inh	hcDAF12 agonist	hgDAF-12 ag	ssDAF-12 act	GC-A act	SMARCA2 act
C(=N\Nc1nc(-c2ccccc2)cs1)/c1ccco1	17	1.2	0.9	6.4	-6	10	3.5	13*	0.3	7	6
Cc1ccc(S(=O)(=O)NCC(=O)OCC(=O)c2c(N)n(C)c(=O)n(C)c2=O)cc1	2	0.7	0.7	-1.9	-1	0	-1.8	3.2	-1.3	5	-2
CNc1c([N+](=O)[O-])ncn1C	0	-0.7	0.6	0.7	7	4	-2.6	3.4	-1.2	3	1
Cn1c(N)cc(=O)n(C)c1=S	12	-0.4	-0.5	3.1	0	-10	1.3	1.7	-1.0	3	1
O=C(COC(=O)c1cccc(S(=O)(=O)N2CCc3ccccc32)c1)NCc1ccco1	-15	0.5	0.0	-0.2	-9	1	-0.8	1.6	-0.5	-5	-1
Cc1cc(C)c(C(=O)Nn2c(C)nc3ccccc3c2=O)cc1C	-10	-0.2	-0.3	0.2	3	5	-0.5	-1.0	-1.5	-1	4
O=C(COc1ccc(Br)cc1Cl)NC1CCCCC1	1	1.1	1.1	4.2	-4	-6	-0.7	9.0	-1.2	3	3
CN(C)C(=S)Nc1nc2ccccc2s1	-9	-0.8	-3.0	2.5	6	-4	-0.6	6.4	-1.9	10	5
O=C(CSc1nc2ccc(Cl)cc2[nH]1)c1c[nH]c2ccccc12	-37	-0.5	-0.2	1.4	-12	8	3.8	-0.2	0.8	-7	-2
CCC1(CC)NC(=O)N(CC(=O)NC(=O)NCc2ccccc2)C1=O	3	0.0	-0.5	-0.9	4	7	-0.4	-0.9	-1.1	2	1
O=C(NCc1ccc2c(c1)OCO2)C1CCCN(S(=O)(=O)c2cccc3nonc23)C1 (stereo not given)	-4	0.0	-0.8	-1.8	3	-5	-0.3	1.0	-1.5	-1	-1
COc1cccc(CNC(=O)[C@H]2CCCN2C(=O)[C@H]2CCCN2C(=O)c2ccc(C)cc2)c1	22*	-1.1	·	·	-3	-16	-1.5	-1.7	-0.7	0	-5
Cc1cccc(NC(=S)NNC(=O)c2cc3c(s2)CCC(C)C3)c1C (stereo not given)	-3	-0.2	0.2	2.5	-3	-12	-1.4	-2.6	20*	1	-3
CC(=O)c1cnc2nc(SCc3ccccc3)nn2c1C	-40	1.7	3.9	2.8	-6	-3	1.6	9.4	-0.3	6	11*
N/C(Cn1cncn1)=N\OC(=O)c1ccc(Cl)cc1	4	-0.2	0.2	-0.3	4	-2	-2.2	0.1	-1.1	3	1
CC(=O)Nc1ccc(S(=O)(=O)N2CCN(CC3CC4C=CC3C4)CC2)cc1 (stereo not given)	-6	-0.8	3.5	-0.1	3	-4	-0.4	-3.6	-1.5	-2	-3
COc1cc(O)c(C(CCN2CCCCC2)c2ccc(N(C)C)cc2)c(OC)c1 (stereo not given)	11	-0.3	1.2	0.2	-7	-8	-0.7	2.4	-1.5	-6	-1
CC(C)N(Cc1cn(Cc2ccccc2)nn1)S(=O)(=O)c1ccccc1Br	-3	-0.6	·	·	-4	5	1.6	-0.3	-1.6	3	-3
O=C(NCC(c1cccs1)N1CCOCC1)c1cc(S(=O)(=O)N2CCOCC2)ccc1F (stereo not given)	5	0.6	1.7	0.8	3	-1	-0.6	-1.2	-1.2	-2	0
OCC[C@@H]1C[C@H](O)[C@@H](O)[C@]2(OCc3ccc4ccccc4c32)O1	11	0.1	1.5	-0.3	3	-6	-1.1	1.9	-1.4	-2	-3
O=C(NCc1ccco1)c1cc([N+](=O)[O-])ccc1Cl	-1	-0.8	-1.0	-1.0	2	-10	1.5	-1.9	-0.6	-1	-3
CCCc1cc(=O)[nH]c2nnc(SCC(=O)N3CC(C)OC(C)C3)n12 (stereo not given)	2	-0.7	0.2	0.5	3	3	0.8	3.6	-1.0	1	-4
CCOC(=O)c1[nH]c2ccc(F)cc2c1N=C(C)N(CC)CC	1	-0.7	1.1	-0.4	1	-2	1.0	2.1	-1.2	-2	0
CCOc1ccccc1N1CCN(CC(=O)Nc2nnc(CC)s2)CC1	-2	-0.7	-0.8	0.1	4	-2	-0.6	-0.4	0.4	-1	-1
Cc1ccc(Cl)cc1NC(=O)c1cc(S(=O)(=O)N2CCOCC2)cn1C	-5	-0.6	-0.1	-0.1	1	-7	0.5	-2.1	-0.9	-10	2
COC(=O)C1=C(C)NC(=O)CC1c1cc(Br)ccc1F (stereo not given)	5	-0.5	0.2	-1.2	-4	13	-2.1	1.2	-1.4	-6	2
CC(C)Sc1oc(-c2ccco2)nc1S(=O)(=O)c1ccccc1	-6	-0.3	-1.0	3.0	0	5	-3.2	-1.2	-0.7	-4	2
COc1ccc(S(=O)(=O)N(Cc2nc3ccccc3c(=O)[nH]2)C2CCCC2)cc1	3	-0.1	-0.8	-1.8	1	0	-2.1	-2.5	-1.4	-3	-2
CCOc1cc(/C=N/Nc2ccc(C(=O)O)cc2)ccc1OC(=O)c1ccccc1C	-5	0.6	-2.3	4.0	-2	-4	1.1	0.9	-1.1	-10	2
O=C(CCn1c(=O)oc2ccccc21)Nc1cccc(Br)c1	-12	-0.7	-0.9	-0.7	-11	0	0.8	-0.7	-0.7	-15	-2
COc1ccc(CN(C)Cc2nc(Cc3cccc(F)c3)no2)c2cccnc12	-2	-2.9	-6.2	1.5	5	-1	-4.7	-9.8	-2.2	2	-7
CCN(C(=O)/C=C/c1ccc2c(c1)OCO2)c1ccccc1	7	-0.1	-0.4	-1.4	0	4	-1.5	-0.1	-1.6	-5	-5
CCC(C(=O)NC1CCCC1)n1c(SCc2cccc(C)c2)nc2ccncc21 (stereo not given)	1	0.1	1.1	3.5	1	-15	-2.2	-1.9	-1.2	-1	-2
CC(=O)C1=NN(c2ccccc2)C(c2cccs2)N1c1ccc(N(C)C)cc1 (stereo not given)	-3	-2.7	-2.5	-1.5	4	-1	-2.8	-5.2	-2.6	-13	-7
Cc1cc(C)n(-c2nnc(C)n2/N=C/c2cc(Br)ccc2OCc2ccccc2)n1	-1	1.5	-0.5	1.6	-23	-8	0.3	2.8	-0.8	-32	-3
Cn1c(N)c(-c2ccccc2)c2ccc([N+](=O)[O-])cc2c1=O	-27	-0.5	1.2	0.3	2	2	-1.3	-1.3	-1.1	4	-1
O=C(CSc1nnc(CNc2ccccc2)o1)N1CCN(C(=O)c2ccco2)CC1	4	0.5	0.9	2.9	-1	5	4.0	0.1	-1.1	-2	-2
Cc1ccc(C)c(NC(=O)COC(=O)c2ccc3c(c2)OCCO3)c1	1	-1.0	0.2	0.3	-4	-9	-0.6	-1.8	-0.8	1	0
CCN(c1ccccc1)S(=O)(=O)c1csc(C(N)=O)c1	-2	0.1	-0.9	-0.1	5	-3	-0.8	0.8	-0.4	-4	-1
COc1ccc(NS(=O)(=O)c2cccc(C(=O)N3CCN(Cc4ccc5c(c4)OCO5)CC3)c2)cc1	-6	-3.4	-0.5	-2.8	-3	-10	-3.3	-4.6	-1.7	-4	-2
O=C(Nc1cnc2sc3c(n2c1=O)CCCC3)c1ccc(F)cc1	2	-0.8	0.2	3.2	3	-2	-1.3	4.5	-0.8	6	1
CCCOc1ccccc1-c1nc2c([nH]1)c(=O)[nH]c(=O)n2C	3	-0.8	0.8	-2.5	4	-174	-1.1	0.8	-0.9	9	1
O=C(O)CC(c1ccc(OC2CCCC2)cc1)N1C(=O)c2ccccc2C1=O (stereo not given)	-2	-0.2	-0.9	0.8	3	4	0.2	-1.4	-1.2	5	-2
O=C(CN1C(=O)/C(=C2/SC(=S)N(CCS(=O)(=O)O)C2=O)c2ccccc21)Nc1cccc(C(F)(F)F)c1	-31	1.3	1.8	0.1	-5	8	0.2	3.2	-1.1	-6	-2
COc1ccc(C(=O)NC(=S)NCc2cccnc2)cc1Cl	5	-0.9	1.0	1.1	2	5	-2.0	0.4	-1.2	-5	-3
COc1ccc(C)cc1-n1nnnc1SCC(=O)Nc1cccnc1Cl	-36	-1.2	-1.3	0.1	1	4	-1.4	0.0	-1.2	2	-5
CSc1ccccc1NC(=O)COc1ccc2c(c1)OCO2	11	1.6	0.7	4.3	2	-9	0.1	6.3	-1.2	5	2

This is a random part of the collection; any-hit rate near 6.6%.
